NOD1 NF-kB reporter = NOD1 signaling inhibitors, primary screen, cell-based, luminescence, uHTS (AID 1578). NOD1-driven NF-kB luciferase reporter cells, luminescence; higher % means a stronger effect. inhibition, % at 4 µM, or EC50 in µM where a hit was titrated. 290,000 compounds, 1% hits; in the data active = inhibition mostly above about 36%, no sharp cut-off; inactive = mostly below about 34%;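 also: HEK-293T reporter cells stimulated with the NOD1 agonist gamma-tri-DAP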
KOR beta-arrestin-1 = KOR agonists, beta-arrestin recruitment, primary screen, cell-based, luminescence, uHTS (AID 1777); Kappa-type opioid receptor (Homo sapiens); KOR beta-arrestin recruitment, luminescence; higher % means a stronger effect; activation, % at 10 µM, or EC50 in µM where a hit was titrated; 280,000 compounds, 0.02% hits; in the data active = activation above about 50%, passing the limit was not always enough; also: a part of the inactive calls stands beside numbers as strong as those of hits
HIV fusion peptide = inhibitors of HIV fusion peptide binding, primary screen, biochemical, uHTS, fluorescence dequenching (AID 1986); inhibition, % at 20 µM, or IC50 in µM where a hit was titrated; 290,000 compounds, 0.3% hits; cell-free peptide binding, fluorescence dequenching, 30 min; higher % means a stronger effect; in the data active = inhibition mostly above about 52%, no sharp cut-off; inactive = mostly below about 76%; also: some results filed as inactive read as strong as hits
KOR beta-arrestin-2 = KOR antagonists, beta-arrestin recruitment, cell-based, luminescence, uHTS (AID 1778). 290,000 compounds, 0.091% hits. one-dose inhibition, % at 10 µM; IC50 in µM for titrated hits. KOR beta-arrestin recruitment, luminescence, antagonist mode; higher % means a stronger effect. Kappa-type opioid receptor (Homo sapiens); also: strong numbers were not always called active
GPR55 activation = GPR55 agonists via beta-arrestin recruitment, primary screen, imaging, U2OS cells, beta-arrestin-GFP redistribution (AID 1961). U2OS GPR55 beta-arrestin-GFP redistribution imaging; higher % means a stronger effect. one-dose activation, % at 10 µM; EC50 in µM for titrated hits. G-protein coupled receptor 55 (Homo sapiens). 290,000 compounds, 0.048% hits;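 active = activation above 40% with more than 50 cells counted in the well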;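 also: U2OS osteosarcoma cells stably expressing GPR55 and beta-arrestin-GFP; plate controls were DMSO negative control for no effect and LPI positive control for full effect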
GPR35 antagonists = GPR35 antagonists blocking zaprinast-driven arrestin recruitment, primary screen, imaging, U2OS, beta-arrestin-GFP, zaprinast agonist (AID 2058); 290,000 compounds, 0.052% hits; U2OS GPR35 beta-arrestin-GFP translocation imaging, zaprinast antagonism; higher % means a stronger effect; inhibition, % at 10 µM, or IC50 in µM where a hit was titrated; G-protein coupled receptor 35 (Homo sapiens);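 active = inhibition of at least 50% with at least 30 cells and total cytoplasm GFP at most 10,000,000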
NOD2 inhibition = NOD2 signaling inhibitors, cell-based, luminescence, uHTS, HEK293 (AID 1566); inhibition, % at 4 µM, or EC50 in µM where a hit was titrated; HEK293 NOD2/NF-kB luciferase reporter, luminescence; higher % means a stronger effect; 290,000 compounds, 0.63% hits; also: many of its hits are not listed in these tables
Myeloid diff MLP = induction of myeloid progenitor differentiation, primary screen, cell-based, flow cytometry, MLPCN library | calls only at 10 µM | 360,000 compounds, 1% hits | ER-HoxA9 myeloid progenitors, lysozyme-GFP differentiation;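 active = normalized GFP-positive differentiation at or above the plate's own cutoff, the solvent-only control mean plus 3 SD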;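 also: cells exposed to compound for four days before flow analysis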
GPR55 LPI antagonism = GPR55 antagonists blocking LPI-driven arrestin recruitment, primary screen, imaging, U2OS, beta-arrestin-GFP, LPI agonist (AID 2013); G-protein coupled receptor 55 (Homo sapiens); U2OS GPR55 beta-arrestin-GFP translocation imaging, LPI antagonism; higher % means a stronger effect; one-dose inhibition, % at 10 µM; IC50 in µM for titrated hits; 290,000 compounds, 0.13% hits;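 active = spots per cell inhibited over 60%, with over 100 cells counted and total cytoplasm intensity under 500,000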;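 also: U2OS cells stably carrying GPR55 and arrestin-GFP stimulated by 5 µM LPI near EC80; imaged beta-arrestin-GFP aggregate spots per cell after agonist stimulation; plate controls were LPI-stimulated DMSO wells for no effect and DMSO wells without LPI for full effect; some results filed as inactive read as strong as hits; confirmed hits need IC50 under 10 µM and bright autofluorescent wells are also inconclusive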
Myeloid diff MLP GFP+ MAC1+ % = second read-out of Myeloid diff MLP, no call of its own (marks repeat the call); GFP+ MAC1+ double positive, %; measured here: differentiation confirmed by MAC1 staining
Numbers without * were called inactive; i = inactive; / = not tested or not shown; [ ] = dose if it differs, or a comment. Rule as the data show it, unless noted: active = inhibition above about 50%; inactive = the rest. Some of the compounds tested; count on the stated rates, not on these rows.

SMILES	NOD1 NF-kB reporter	KOR beta-arrestin-1	HIV fusion peptide	KOR beta-arrestin-2	GPR55 activation	GPR35 antagonists	NOD2 inhibition	Myeloid diff MLP	Myeloid diff MLP GFP+ MAC1+ %	GPR55 LPI antagonism
CC(C)CCNC(=O)COC(=O)/C=C/c1ccc2ccccc2n1	28%	-5.9%	0.6%	12%[20 µM]	-0.1%	6%	0%	i	0.5	-9%
O=C(C1CCC(=O)N(C2CC2)C1)N1CCC(Oc2cccc(C(F)(F)F)c2)CC1 (stereo unspecified)	-8%	-3.0%	-0.9%	4%	-0.2%	-7%	12%	i	1.4	7%
Cc1ccc(S(=O)(=O)CC(O)COc2ccc(F)cc2Cl)c(C)c1 (stereo unspecified)	21%	-1.3%	0.1%	-67%[20 µM]	-0.1%	10%	24%	i	0.4	-6%
COc1ccc(CCN2C(=NC(C)=O)SC3CS(=O)(=O)CC32)cc1OC (stereo unspecified)	-3%	7.3%	-0.8%	11%	0.0%	8%	8%	i	0.6	-10%
O=C(c1ccc(Cn2cnnn2)cc1)N1CCCC(Nc2ccc(F)c(F)c2)C1 (stereo unspecified)	-10%	-2.1%	2.0%	5%	-0.1%	16%	9%	i	0.6	14%
O=C(O)c1cc(-c2ccccc2Cl)n(-c2ccccc2)n1	-8%	-6.3%	-1.4%	20%	-0.1%	-1%	15%	i	0.8	15%
CC(C)(C(=O)Nc1nccs1)c1ccccc1	-14%	2.4%	-0.8%	-22%	0.6%	10%	-2%	i	0.2	-40%
Cc1cccc(-c2nc(CS(=O)CC(=O)NC3CCCCC3)c(C)o2)c1 (stereo unspecified)	-24%	-4.0%	0.6%	-26%	-0.1%	-3%	7%	i	0.6	-8%
COc1ccc(N/C=C(/C(C)=O)c2ccccc2)cc1	13%	-1.4%	-2.3%	-20%	-0.4%	18%	-8%	i	1.1	4%
C/C(=N/Nc1ccc(C(=O)O)cc1)c1ccc(O)c(O)c1O	-22%	3.1%	28%	21%	0.0%	6%	-7%	i	0.8	11%
Cn1c(CCN2CCCCC2)nc2cc([N+](=O)[O-])ccc21	12%	-3.9%	-2.1%	0%	-0.1%	17%	0%	i	0.9	-11%
O=C(c1ccc(C(=O)N2CCN(c3ccccc3F)CC2)nc1)N1CCN(c2ccccc2F)CC1	0%	-6.0%	2.6%	-9%	-0.2%	-2%	9%	i	0.4	4%
CCNS(=O)(=O)c1ccc(NC(=O)c2ccc(Cn3cc(Br)cn3)o2)cc1	-9%	-1.3%	1.8%	8%	-0.1%	-6%	-2%	i	0.5	15%
O=C(CCc1nc(-c2ccccc2F)no1)Nc1ccc(Oc2ccccc2)cc1	38%	6.9%	0.1%	-84%	-0.3%	-16%	17%	i	0.0	-20%
CN(C)S(=O)(=O)c1cccc(C(=O)OCC(=O)c2ccc3c(c2)NC(=O)CO3)c1	9%	-0.6%	-2.3%	-16%	-0.1%	9%	0%	i	6.9	-7%
Cc1cc(C)cc(NC(=O)Cn2nnc(C(=O)NCc3ccccc3Cl)c2N)c1	0%	-8.7%	-1.0%	27%	-0.2%	1%	-36%	i	1.2	-18%
CNC(=O)COC(=O)c1ccc(-c2nc3ccccc3s2)s1	-31%	-3.9%	0.4%	-31%	0.0%	-1%	-41%	i	6.0	0%
COC(=O)c1ccccc1NC(=O)c1cc(C2CC2)on1	-22%	-0.3%	0.8%	-32%	-0.3%	-1%	13%	i	2.6	0%
COc1ccc(OC)c(C(O)c2nc3ccccc3n2C(C)C)c1 (stereo unspecified)	/	0.4%	-0.1%	18%	-0.1%	-5%	-7%	i	0.5	14%
CCOc1ccc(Nc2cc(C)c3ccccc3n2)cc1	-4%	1.2%	-3.1%	5%	0.0%	-16%	-16%	i	0.4	0%
COc1cc(/C=N/O)c(Br)cc1OCC(=O)Nc1ccccc1C	-42%	1.6%	0.6%	-47%	-0.2%	1%	-9%	i	1.3	-2%
CC(=O)N(CC(=O)Nc1sc(C)c(C)c1C(N)=O)Cc1ccccc1	-13%	/	-1.4%	24%[20 µM]	-0.1%	-6%	4%	i	0.1	3%
O=C(Nc1ccc(Cl)cn1)c1cccc(S(=O)(=O)N2CCCCC2)c1	18%	-0.6%	-1.5%	-22%	1.0%	4%	5%	i	0.1	1%
O=C(CCN1C(=O)c2ccccc2C1=O)N1CCN(c2ccccn2)CC1	1%	9.7%	0.9%	-27%	0.1%	-12%	-8%	i	17	4%
COc1cccc2c(N/N=C/c3ccc(O)c(O)c3)cc(C)nc12	-30%	-3.4%	7.8%	-5%	-0.1%	-4%	-3%	i	0.9	1%
O=C(NCc1ccccn1)C(=O)Nc1cccc2ccccc12	-9%	0.0%	0.5%	5%	-0.4%	2%	2%	i	0.1	-4%
CC(=O)Nc1ccc(NC(=O)COC(=O)CCc2nc3ccccc3s2)cc1	-17%	-7.5%	-0.7%	4%	0.3%	-3%	14%	i	0.3	-8%
CCOC(=O)/C(C#N)=C/Nc1cc(OC)ccc1OC	-15%	1.5%	0.7%	20%	0.5%	1%	11%	i	0.7	6%
COc1cccc(NC(=O)[C@H](CC(C)C)NC(=O)N2CCn3c2nc2ccccc23)c1	-20%	/	1.3%	/	-0.2%	1%	10%	i	1.5	11%
CCCc1cc(C(=O)OC)c(NC(=O)CCCC(=O)O)s1	-4%	-8.4%	1.0%	-27%[20 µM]	0.5%	-15%	17%	i	0.2	11%
O=C(NCc1cccs1)c1ccc(S(=O)(=O)N2CCCCC2)cc1	7%	1.9%	0.2%	1%	0.3%	12%	14%	i	0.4	2%
O=[N+]([O-])c1ccc(Cl)c(/C=N/N2CCN(Cc3ccccc3)CC2)c1	4%	1.1%	-0.2%	-2%	-0.1%	-12%	10%	i	1.0	8%
CC1(CC(=O)N/N=C/c2ccc(-c3ccc(C(=O)O)cc3)o2)OCCO1	-10%	-1.1%	2.5%	1%	0.0%	7%	18%	i	6.0	11%
COC(=O)c1ccc(-c2cc(C(=O)O)c3cc4c(cc3n2)OCCO4)cc1	-4%	0.5%	5.1%	2%	-0.1%	0%	4%	i	0.9	-11%
COc1cc(OC)c(C(=O)Nc2cccc3ccccc23)cc1OC	-43%	5.2%	-0.1%	-57%[20 µM]	-0.2%	2%	10%	i	0.5	-14%
O=C(c1ccncc1)N1CCN(C2CCCCC2)CC1	-16%	/	1.3%	6%[20 µM]	-0.1%	-5%	-8%	i	0.3	8%
O=C(NCCc1csc(-c2ccc(C(F)(F)F)cc2)n1)c1cccs1	18%	-1.3%	1.8%	-19%	0.9%	11%	7%	i	2.3	2%
O=[N+]([O-])c1cc([N+](=O)[O-])c(Oc2ccc(F)cc2F)cc1NN1CCCCC1	-10%	-0.6%	-0.9%	-91%[20 µM]	-0.2%	0%	12%	i	0.3	2%
CCn1c(COc2cccc(C)c2)nnc1SCC(=O)Nc1cccc(C(=O)OC)c1	-37%	12%	-2.2%	12%	-0.1%	-1%	-21%	i	0.3	-10%
O=S(=O)(c1cccs1)N1CCN(c2ccccc2Cl)CC1	3%	3.5%	-0.2%	-55%	-0.1%	10%	4%	i	0.0	14%
CNC(=O)c1cccc(NC(=O)CCCNC(=O)c2ccc(Cl)cc2)c1	-36%	0.9%	-1.4%	6%	-0.1%	3%	1%	i	0.4	-1%
O=C1CN(C(=O)/C=C/c2ccccc2F)c2ccccc2N1	-55%	2.0%	0.3%	-23%	0.0%	2%	-17%	i	0.5	-1%
Cc1cc(C)cc(-n2c(C)cc(/C=C3\C(=N)N4N=C(CC(C)C)SC4=NC3=O)c2C)c1	5%	1.7%	8.8%	36%	-0.3%	4%	17%	i	0.5	27%
O=C(CNC(=O)c1ccc(Br)o1)NCc1ccccc1	-16%	0.3%	-1.2%	15%	0.4%	6%	5%	i	1.3	2%
CCN(CC)Cc1cc(CCNC(=O)c2ccc(Cl)cc2)ccc1O	-15%	-2.8%	-0.4%	-27%	-0.1%	4%	20%	i	10	4%
COc1cccc(NC(=O)COC(=O)c2cc(S(=O)(=O)N3CCOCC3)ccc2C)c1	15%	1.3%	-0.5%	-37%	0.0%	-2%	14%	i	0.4	-3%
Cc1nn(C)c(Oc2cccc(Cl)c2)c1C(=O)O	2%	-2.1%	-0.5%	-5%	-0.3%	13%	24%	i	0.6	4%
O=C(CCC1CCCC1)NCc1cccs1	-42%	2.2%	-0.5%	-1%	0.2%	5%	18%	i	0.7	10%

Rewritten field by field: part of the list above
Molecule: CCCc1cc(C(=O)OC)c(NC(=O)CCCC(=O)O)s1
  NOD1 NF-kB reporter: -4%
  KOR beta-arrestin-1: -8.4%
  HIV fusion peptide: 1.0%
  KOR beta-arrestin-2: -27%[20 µM]
  GPR55 activation: 0.5%
  GPR35 antagonists: -15%
  NOD2 inhibition: 17%
  Myeloid diff MLP: i
  Myeloid diff MLP GFP+ MAC1+ %: 0.2
  GPR55 LPI antagonism: 11%

Molecule: COc1cccc(NC(=O)COC(=O)c2cc(S(=O)(=O)N3CCOCC3)ccc2C)c1
  NOD1 NF-kB reporter: 15%
  KOR beta-arrestin-1: 1.3%
  HIV fusion peptide: -0.5%
  KOR beta-arrestin-2: -37%
  GPR55 activation: 0.0%
  GPR35 antagonists: -2%
  NOD2 inhibition: 14%
  Myeloid diff MLP: i
  Myeloid diff MLP GFP+ MAC1+ %: 0.4
  GPR55 LPI antagonism: -3%

Molecule: COC(=O)c1ccc(-c2cc(C(=O)O)c3cc4c(cc3n2)OCCO4)cc1
  NOD1 NF-kB reporter: -4%
  KOR beta-arrestin-1: 0.5%
  HIV fusion peptide: 5.1%
  KOR beta-arrestin-2: 2%
  GPR55 activation: -0.1%
  GPR35 antagonists: 0%
  NOD2 inhibition: 4%
  Myeloid diff MLP: i
  Myeloid diff MLP GFP+ MAC1+ %: 0.9
  GPR55 LPI antagonism: -11%

More structures follow.
SMILES	NOD1 NF-kB reporter	KOR beta-arrestin-1	HIV fusion peptide	KOR beta-arrestin-2	GPR55 activation	GPR35 antagonists	NOD2 inhibition	Myeloid diff MLP	Myeloid diff MLP GFP+ MAC1+ %	GPR55 LPI antagonism
CCOC(=O)N1CCN(C(=O)CN(Cc2ccc(Cl)cc2)S(=O)(=O)c2ccc(C)cc2)CC1	-2%	-3.2%	-1.2%	21%	-0.1%	10%	-13%	i	1.5	3%
Cc1ccc(NC(=O)C2CC2C)c(Cl)c1 (stereo unspecified)	-41%	-5.1%	-1.5%	18%	1.7%	-13%	-10%	i	0.6	5%
O=C(CN1CCSCC1)N/N=C/c1ccccc1F	-24%	1.9%	-2.5%	18%	-0.1%	2%	9%	i	0.4	2%
S=c1[nH]nc(-c2ccc(Br)cc2)n1-c1ccc2c(c1)OCCO2	3%	-1.3%	-1.1%	13%	-0.1%	11%	3%	i	0.5	-8%
